PPARg SRC3 recr: PPARgamma agonists recruiting SRC-3 coactivator, primary screen, biochemical; Peroxisome proliferator-activated receptor gamma (Homo sapiens), P37231; biochemical PPARgamma/SRC-3 coactivator recruitment assay; activation, % at 8 µM; actives 0.26% (n = 200,000); AID 731, 2007; in the data active = activation above about 23%;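 note: 0% = DMSO and 100% = reference agonist; some compounds past the cut are filed as inactive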
PMI activator: activators of human PMI, primary screen, biochemical, fluorescence intensity, near-Km mannose 6-phosphate. Mannose-6-phosphate isomerase (Homo sapiens), P34949. purified human PMI, coupled resazurin fluorescence, 20 min; active compounds read high; 1 = vehicle control, 0 substrate-free wells. activation factor at 20 µM. actives 0.005% (n = 190,000). AID 1214, 2008;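 active = activation factor of 2 or more at 20 µM, relative to plate controls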
Target sequence (P34949 whole entry, looked up): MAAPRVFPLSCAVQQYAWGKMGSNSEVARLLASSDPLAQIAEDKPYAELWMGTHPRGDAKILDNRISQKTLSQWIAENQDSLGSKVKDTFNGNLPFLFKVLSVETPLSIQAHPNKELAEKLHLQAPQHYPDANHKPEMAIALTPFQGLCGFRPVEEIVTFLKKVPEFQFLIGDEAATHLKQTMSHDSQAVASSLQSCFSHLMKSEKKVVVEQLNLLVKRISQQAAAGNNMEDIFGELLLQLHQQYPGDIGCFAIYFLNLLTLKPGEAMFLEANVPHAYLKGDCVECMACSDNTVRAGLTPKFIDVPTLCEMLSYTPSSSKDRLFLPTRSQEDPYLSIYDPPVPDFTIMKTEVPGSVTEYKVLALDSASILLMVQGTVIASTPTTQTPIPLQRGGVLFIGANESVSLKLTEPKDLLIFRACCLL
TR-FRET SRC-2 ct: TR-FRET signal artefacts, primary screen, artefact control for PPARgamma SRC-2 agonist project, biochemical. TR-FRET artefact counter-screen; active compounds read high. TR-FRET ratio at 8 µM. actives 0.4% (n = 200,000); in the data active = TR-FRET ratio above about 2000; note: inactives centre near 1500
PPARg SRC2 recr: agonists of PPARg-SRC-2 recruitment, primary screen, biochemical, HTS | actives 0.34% (n = 200,000) | activation, % at 8 µM | PPARgamma LBD-SRC-2 recruitment | Peroxisome proliferator-activated receptor gamma (Homo sapiens), P37231 | AID 1032, 2008; in the data active = activation above about 22%;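 note: 0% = vehicle and 100% = reference agonist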
Diaph inh CS: diaphorase inhibitors and chemical oxidizers, primary screen, counter-screen for diaphorase-coupled primary assays, biochemical, uHTS, resorufin fluorescence | diaphorase resazurin-to-resorufin fluorescence, NADH, 16 min; bacterial (C. kluyveri) enzyme, not human | inhibition, % at 20 µM | actives 0.69% (n = 190,000) | AID 1217, 2008;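 active = primary screen inhibition at 20 µM above a set limit, cut at about 50% in these data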;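 note: plate controls were DMSO with full reaction for no effect and wells lacking NADH for full effect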
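System: Bacterial diaphorase enzyme (C. kluyveri) | Incubation: 16-min room-temperature incubation before reading | Benchmarks: No-NADH positive control and DMSO neutral control | Measured by: Resorufin fluorescence 544/590 nm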
Diaphorase act: compounds boosting diaphorase resazurin reduction – biochemical, uHTS, resorufin fluorescence, counter-screen for diaphorase-coupled primary assays, primary screen. AID 1229, 2008. activation factor at 20 µM. actives 0.005% (n = 190,000). Diaphorase/resazurin coupled assay, 16 min; active compounds read high; 1 = vehicle wells, 0 = NADH-free wells;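 active = diaphorase activity raised at least twofold by the compound at 20 µM; inactive = activation factor below 2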
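Assay system: Purified diaphorase enzyme from Clostridium kluyveri | Amount: Enzyme 0.07 U/mL final | Dosing: Compound 20 µM once, DMSO 1% | Timing: 16 min reaction at room temperature | Detection: Fluorescence, excitation 544 nm and emission 590 nm | Evaluation: Higher resorufin formation from activation or reduction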
ROMK primary: ROMK potassium channel modulators, primary screen, cell-based, thallium flux, MLSMR library; B-score at 10 µM; AID 1918, 2009; Tet-inducible ROMK, thallium flux fluorescence; actives lie on both sides; actives 2% (n = 130,000);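 active = signal ratio slope over the read window, or its plate-corrected B-score, at least 3 SD from the plate mean, either direction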;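 note: B-score of the F/F0 ratio slope over 7 to 12 s after thallium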
S1P3 antag: S1P3 receptor antagonists, primary screen, cell-based | Sphingosine 1-phosphate receptor 3 (Homo sapiens), Q99500 | CHO S1P3 NFAT-BLA reporter, FRET fluorescence, antagonist mode | inhibition, % at 4.98 µM | actives 0.27% (n = 170,000) | AID 485, 2006;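 active = inhibition above the plate cutoff, the mean inhibition of test wells on that plate plus 3 SD, cut at about 28% in these data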;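 note: cells challenged with S1P at its EC80 of 0.8 µM; blue over green emission ratio from cleaved BLA substrate after 4 h stimulation; 0% = S1P-stimulated wells and 100% = unstimulated DMSO-only wells; some compounds past the cut are filed as inactive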
Target sequence (Q99500 whole entry, looked up): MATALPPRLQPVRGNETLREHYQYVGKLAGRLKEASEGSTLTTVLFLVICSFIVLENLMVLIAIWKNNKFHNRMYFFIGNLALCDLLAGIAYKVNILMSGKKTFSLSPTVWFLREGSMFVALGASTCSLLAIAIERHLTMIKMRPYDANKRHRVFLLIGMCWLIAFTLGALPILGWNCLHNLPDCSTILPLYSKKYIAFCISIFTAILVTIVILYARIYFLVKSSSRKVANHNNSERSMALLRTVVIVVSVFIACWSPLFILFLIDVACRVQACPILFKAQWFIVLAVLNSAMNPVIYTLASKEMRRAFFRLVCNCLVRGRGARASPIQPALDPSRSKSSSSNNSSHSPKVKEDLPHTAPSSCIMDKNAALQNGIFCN
PPARg SRC1 recr: PPARgamma agonists recruiting SRC-1 coactivator, primary screen, biochemical | Peroxisome proliferator-activated receptor gamma (Homo sapiens), P37231 | PPARgamma-SRC-1 coactivator recruitment biochemical assay | activation, % at 8 µM | actives 0.41% (n = 200,000) | AID 631, 2007; in the data active = activation above about 19%;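 note: 0% = DMSO and 100% = reference agonist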
PMI act hi M6P: human PMI activators, high substrate, primary screen, biochemical, fluorescence intensity, near-saturating mannose 6-phosphate. Mannose-6-phosphate isomerase (Homo sapiens), P34949. coupled PMI enzyme assay, resazurin fluorescence, 20 min; active compounds read high; 1 = untreated enzyme, 0 = substrate-free blank. activation factor at 20 µM. actives 0.34% (n = 190,000);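 active = activation factor of 2 or more at 20 µM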
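Material: human phosphomannose isomerase with PGI, G6PDH, diaphorase coupling enzymes. Quantity: 15 ng/mL PMI. Medium: HEPES pH 7.4 buffer with MgCl2 and Tween-20. Reagent: Near-saturating mannose-6-phosphate, 1.0 mM. Compound: 20 µM single dose. Times: enzyme reaction with compound 20 min at room temperature. Detection: resorufin fluorescence at Ex 544/Em 590 nm.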
G6PDH CS: L. mesenteroides G6PDH inhibitors, counter-screen for G6PDH-coupled screening assays, biochemical, Leuconostoc mesenteroides enzyme | actives 0.12% (n = 200,000) | glucose-6-phosphate dehydrogenase [Leuconostoc mesenteroides] | Purified L. mesenteroides G6PDH, diaphorase/resazurin coupled fluorescence, 45 min | inhibition, % at 5 µM; in the data active = inhibition above about 50%
An asterisk follows results filed as active.

Screening COc1cccc(NC(=O)N2CCCC2C(=O)NCc2ccccc2)c1 (stereo not given) returned PPARg SRC3 recr -2, PMI activator 1, TR-FRET SRC-2 ct 1374, PPARg SRC2 recr 2, Diaph inh CS -3, Diaphorase act 1, S1P3 antag 4, PPARg SRC1 recr -3, PMI act hi M6P 1 and G6PDH CS -4.
CCC(=O)Nc1cccc(NC(=S)NC(=O)c2ccc(Cl)cc2Cl)c1 was read as PPARg SRC3 recr 2, PMI activator 0.8, TR-FRET SRC-2 ct 1617, PPARg SRC2 recr -2, Diaph inh CS 15, Diaphorase act 0.8, S1P3 antag -5, PPARg SRC1 recr 10, PMI act hi M6P 0.9 and G6PDH CS -17.
`CCCCC1(C)OC(=O)C(=Cc2ccc(N(C)C)cc2)C(=O)O1` (stereo not given) gave PPARg SRC3 recr -3, PMI activator 0.9, TR-FRET SRC-2 ct 1530, PPARg SRC2 recr -2, Diaph inh CS 12, Diaphorase act 0.9, PPARg SRC1 recr -4, PMI act hi M6P 0.9 and G6PDH CS 18.
`CCCn1nc(-c2nnc(-c3ccc(C)c(C)c3)o2)c2ccccc2c1=O` gave PPARg SRC3 recr -1, PMI activator 0.9, TR-FRET SRC-2 ct 1684, PPARg SRC2 recr 3, Diaph inh CS 11, Diaphorase act 0.9, ROMK primary 1.1, S1P3 antag -22, PPARg SRC1 recr 4, PMI act hi M6P 1 and G6PDH CS -56.
For CN(C)C(=O)N1CCN(C(=O)c2ccccc2Sc2ccccc2C#N)CC1 the results were PPARg SRC3 recr 9, PMI activator 1, TR-FRET SRC-2 ct 1469, PPARg SRC2 recr 2, Diaph inh CS -7, Diaphorase act 1.1, S1P3 antag -12, PPARg SRC1 recr -2, PMI act hi M6P 1 and G6PDH CS 2.
For O=c1/c(=C/c2ccc(CNS(=O)(=O)c3ccccc3)o2)sc2n1CCN=2 the results were PPARg SRC3 recr 3, PMI activator 1.1, TR-FRET SRC-2 ct 1524, PPARg SRC2 recr -1, Diaph inh CS 16, Diaphorase act 0.8, S1P3 antag -6, PPARg SRC1 recr 2, PMI act hi M6P 0.9 and G6PDH CS 20.
`CCOc1cc(/C=N/NC(N)=O)cc(Br)c1OCC(=O)Nc1ccccc1C` gave PPARg SRC3 recr 7, PMI activator 0.8, TR-FRET SRC-2 ct 1636, PPARg SRC2 recr 15, Diaph inh CS 25, Diaphorase act 0.8, ROMK primary -0.095, PPARg SRC1 recr 1, PMI act hi M6P 0.8 and G6PDH CS -36.
Screening COC(=O)CCCCC(=O)C1C(=O)CC(C)(C)C(C(=O)OC)C1=O (stereo not given) returned PPARg SRC3 recr -1, PMI activator 1, TR-FRET SRC-2 ct 1528, PPARg SRC2 recr -10, Diaph inh CS 6, Diaphorase act 0.9, S1P3 antag -16, PPARg SRC1 recr 1, PMI act hi M6P 1 and G6PDH CS -16.
Screening COCCSc1ccccc1C(=O)Nc1ccc([N+](=O)[O-])cc1OC returned PPARg SRC3 recr 4, PMI activator 1, TR-FRET SRC-2 ct 1620, PPARg SRC2 recr 5, Diaph inh CS 15, Diaphorase act 0.9, ROMK primary -0.024, S1P3 antag 2, PPARg SRC1 recr -4, PMI act hi M6P 1.1 and G6PDH CS 0.
Screening CCOC(=O)Cn1c2ccc(OC)cc2c2nc3ccccc3nc21 returned PPARg SRC3 recr 7, PMI activator 1.2, TR-FRET SRC-2 ct 1733, PPARg SRC2 recr 13, Diaph inh CS 2, Diaphorase act 1, S1P3 antag 15, PPARg SRC1 recr 10, PMI act hi M6P 1.1 and G6PDH CS 8.
`OCCC#Cc1ccc(CN2CCN(Cc3ccsc3)C(CCO)C2)cc1` (stereo not given) gave PPARg SRC3 recr -1, PMI activator 1, TR-FRET SRC-2 ct 1590, PPARg SRC2 recr -1, Diaph inh CS 9, Diaphorase act 0.9, ROMK primary 1.3, S1P3 antag 0, PPARg SRC1 recr 1, PMI act hi M6P 1 and G6PDH CS 11.
CC(=O)Nc1ccc(NC(=O)Nc2ccc(C)cc2C)cc1 was read as PPARg SRC3 recr -3, PMI activator 0.9, TR-FRET SRC-2 ct 1543, PPARg SRC2 recr 5, Diaph inh CS 24, Diaphorase act 0.8, ROMK primary -0.19, S1P3 antag -9, PPARg SRC1 recr 3, PMI act hi M6P 0.9 and G6PDH CS 9.
COc1cc2cc(C(c3nnnn3Cc3ccc(F)cc3)N3CCCCCC3)c(=O)[nH]c2cc1OC (stereo not given) was read as PPARg SRC3 recr 2, PMI activator 1.2, TR-FRET SRC-2 ct 1528, PPARg SRC2 recr 5, Diaph inh CS 13, Diaphorase act 0.9, S1P3 antag -31, PPARg SRC1 recr 2, PMI act hi M6P 1.5 and G6PDH CS 5.
Screening S=C(Nc1ccccc1Cl)NC1CCC(NC(=S)Nc2ccccc2Cl)CC1 (stereo not given) returned PPARg SRC3 recr -2, PMI activator 1, TR-FRET SRC-2 ct 1451, PPARg SRC2 recr 3, Diaph inh CS -7, Diaphorase act 1.1, ROMK primary -1.8, S1P3 antag 7, PPARg SRC1 recr 2, PMI act hi M6P 1 and G6PDH CS 4.
Screening CNC(=O)c1ccc(-n2nc(C)cc2-c2ccccc2)cc1 returned PPARg SRC3 recr -3, PMI activator 0.9, TR-FRET SRC-2 ct 1618, PPARg SRC2 recr -3, Diaph inh CS 5, Diaphorase act 1, PPARg SRC1 recr -8, PMI act hi M6P 0.9 and G6PDH CS 10.

Reprinted at random: three records from the list.
CCC(=O)Nc1cccc(NC(=S)NC(=O)c2ccc(Cl)cc2Cl)c1 was read as PPARg SRC3 recr 2, PMI activator 0.8, TR-FRET SRC-2 ct 1617, PPARg SRC2 recr -2, Diaph inh CS 15, Diaphorase act 0.8, S1P3 antag -5, PPARg SRC1 recr 10, PMI act hi M6P 0.9 and G6PDH CS -17.
For O=c1/c(=C/c2ccc(CNS(=O)(=O)c3ccccc3)o2)sc2n1CCN=2 the results were PPARg SRC3 recr 3, PMI activator 1.1, TR-FRET SRC-2 ct 1524, PPARg SRC2 recr -1, Diaph inh CS 16, Diaphorase act 0.8, S1P3 antag -6, PPARg SRC1 recr 2, PMI act hi M6P 0.9 and G6PDH CS 20.
`CCCCC1(C)OC(=O)C(=Cc2ccc(N(C)C)cc2)C(=O)O1` (stereo not given) gave PPARg SRC3 recr -3, PMI activator 0.9, TR-FRET SRC-2 ct 1530, PPARg SRC2 recr -2, Diaph inh CS 12, Diaphorase act 0.9, PPARg SRC1 recr -4, PMI act hi M6P 0.9 and G6PDH CS 18.

Continuation.
For CCOc1cccc(CNCCSc2nnnn2C)c1 the results were PPARg SRC3 recr 1, PMI activator 1.1, TR-FRET SRC-2 ct 1682, PPARg SRC2 recr 8, Diaph inh CS -19, Diaphorase act 1.2, S1P3 antag -8, PPARg SRC1 recr -2, PMI act hi M6P 1.1 and G6PDH CS 7.
For COc1ccccc1-c1cc(C(=O)Nc2cccnc2)no1 the results were PPARg SRC3 recr -1, PMI activator 0.9, TR-FRET SRC-2 ct 1488, PPARg SRC2 recr 5, Diaph inh CS 16, Diaphorase act 0.8, ROMK primary 5.1*, S1P3 antag -21, PPARg SRC1 recr -3, PMI act hi M6P 0.9 and G6PDH CS 4.
For CCCC(=O)Nc1cccc(NC(=O)c2ccc(C)c([N+](=O)[O-])c2)c1 the results were PPARg SRC3 recr -5, PMI activator 1, TR-FRET SRC-2 ct 1294, PPARg SRC2 recr -12, Diaph inh CS 9, Diaphorase act 0.9, PPARg SRC1 recr -3, PMI act hi M6P 1 and G6PDH CS 16.
`Fc1ccc(N2CCN(/C=C/c3nnnn3-c3ccccc3)CC2)cc1` gave PPARg SRC3 recr 3, PMI activator 0.9, TR-FRET SRC-2 ct 1588, PPARg SRC2 recr 8, Diaph inh CS 17, Diaphorase act 0.8, S1P3 antag -10, PPARg SRC1 recr 4, PMI act hi M6P 0.9 and G6PDH CS 19.
For CCCC(=N)C1=C(O)CC(CC(C)SCC)CC1=O (stereo not given) the results were PPARg SRC3 recr -6, PMI activator 1, TR-FRET SRC-2 ct 1655, PPARg SRC2 recr -1, Diaph inh CS 15, Diaphorase act 0.9, S1P3 antag 13, PPARg SRC1 recr 0, PMI act hi M6P 0.9 and G6PDH CS 5.
`O=[N+]([O-])c1cc(-c2ncccn2)cs1` gave PPARg SRC3 recr -1, PMI activator 1.1, TR-FRET SRC-2 ct 1567, PPARg SRC2 recr -4, Diaph inh CS 2, Diaphorase act 1, ROMK primary -0.68, S1P3 antag -3, PPARg SRC1 recr 2, PMI act hi M6P 1.1 and G6PDH CS 5.
`Cc1ccc(C(=O)OC2CCN(c3ccc([N+](=O)[O-])cc3)CC2)cc1` gave PPARg SRC3 recr -4, PMI activator 1, TR-FRET SRC-2 ct 1473, PPARg SRC2 recr 2, Diaph inh CS 21, Diaphorase act 0.8, ROMK primary 0.11, PPARg SRC1 recr 0, PMI act hi M6P 0.9 and G6PDH CS 4.
`COC(=O)c1cnn2c(C)c(Cc3cccc(F)c3)c(C)nc12` gave PPARg SRC3 recr -2, PMI activator 1.2, TR-FRET SRC-2 ct 1477, PPARg SRC2 recr -3, Diaph inh CS -12, Diaphorase act 1.1, S1P3 antag -39, PPARg SRC1 recr -4, PMI act hi M6P 1.2 and G6PDH CS 4.
Screening CCN(C(=O)COC(=O)CNC(=O)c1ccc(C)c(C)c1)C1CCS(=O)(=O)C1 (stereo not given) returned PPARg SRC3 recr -5, PMI activator 1.4, TR-FRET SRC-2 ct 1328, PPARg SRC2 recr 3, Diaph inh CS -2, Diaphorase act 1, ROMK primary -1, S1P3 antag 1, PPARg SRC1 recr 1, PMI act hi M6P 1.4 and G6PDH CS 12.
